# High-throughput results from PubChem.
# aDG glyco up: increases alpha dystroglycan glycosylation. Pro5-aDG cells, alpha-DG glycosylation AlphaScreen (IIH6); 0% Pro5, 100% B10-LARGE cell signal. activation, % at 10 µM. 0.22% of 360,000 active. AID 624168;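 active = activation of at least 8% versus controls, or a plate z-score of at least 8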;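 note: Pro5 are CHO cells carrying HIG-tagged alpha-DG that lacks glycosylation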
# m5-HT2A agonist: mouse HTR2A agonism via beta-arrestin recruitment; P35363; 0.66% of 360,000 active; CHO-K1 mHTR2A beta-arrestin complementation, luminescence; percent of 30 µM serotonin response; AID 624169; activation, % at 7.6 µM;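 active = activation above a run cutoff, the mean activation of all tested compounds plus 3 SD, cut at about 14% in these data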;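 note: 0% = plate median of compound wells and 100% = 30 µM serotonin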
# Target sequence (P35363 whole entry, looked up): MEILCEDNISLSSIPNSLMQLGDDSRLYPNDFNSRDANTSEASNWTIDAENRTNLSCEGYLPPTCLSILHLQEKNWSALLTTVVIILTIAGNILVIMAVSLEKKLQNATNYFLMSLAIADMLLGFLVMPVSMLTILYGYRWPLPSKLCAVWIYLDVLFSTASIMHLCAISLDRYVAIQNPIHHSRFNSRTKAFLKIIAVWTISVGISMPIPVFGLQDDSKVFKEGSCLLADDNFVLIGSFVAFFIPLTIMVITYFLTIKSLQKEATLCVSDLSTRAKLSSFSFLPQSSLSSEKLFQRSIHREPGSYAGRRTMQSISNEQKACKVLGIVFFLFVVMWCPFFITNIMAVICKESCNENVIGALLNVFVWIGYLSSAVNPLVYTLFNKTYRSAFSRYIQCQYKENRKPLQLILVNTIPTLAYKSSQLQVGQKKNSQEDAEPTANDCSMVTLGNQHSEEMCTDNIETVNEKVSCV
# MC4R antagonist: human MC4R antagonism in cAMP assay; P32245; MC4R-expressing cells, MTII-stimulated cAMP, LANCE TR-FRET; inhibition, % at 6.5 µM; 0.48% of 360,000 active; AID 540295;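 active = inhibition above its plate's cutoff, the mean of tested wells on that plate plus 3 SD, cut at about 29% in these data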;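 note: 0% = Melanotan II alone and 100% = Melanotan II plus saturating MCL0020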
# Target sequence (P32245 whole entry, looked up): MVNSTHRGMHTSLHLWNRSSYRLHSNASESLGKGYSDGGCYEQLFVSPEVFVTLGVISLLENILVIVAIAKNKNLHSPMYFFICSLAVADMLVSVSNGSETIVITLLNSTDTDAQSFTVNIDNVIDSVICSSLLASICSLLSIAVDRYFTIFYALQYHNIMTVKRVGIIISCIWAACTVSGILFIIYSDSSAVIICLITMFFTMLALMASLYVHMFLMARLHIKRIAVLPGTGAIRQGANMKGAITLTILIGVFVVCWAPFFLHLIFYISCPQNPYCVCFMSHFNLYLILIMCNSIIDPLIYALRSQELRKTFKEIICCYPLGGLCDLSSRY
#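 Assay system: U2OS-MC4R stable cell line; Also added: Melanotan II; Technique: Eu-cAMP/anti-cAMP TR-FRET, emission 671 nm; Times: 30-min compound, 1-h challenge, 1-h detection, room temperature.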
# Vif imaging: HIV Vif inhibition. 0.35% of 340,000 active. HEK293T cells, Vif self-association by quenched fluorescence, imaging, 24 h. inhibition, % at 7.49 µM; in the data active = inhibition above about 50%, passing the limit was not always enough; inconclusive = no clear call, values can overlap the other calls; inactive = below about 31%; note: some results filed as inactive read as strong as hits
# MC4R ag barr: human MC4R agonism via beta-arrestin. activation, % at 8.9 µM. 0.98% of 360,000 active. U2OS MC4R beta-arrestin complementation, luminescence; percent of melanotan II response, DMSO zero. P32245;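 active = activation above a per-plate cutoff, the mean activation of sample wells on that plate plus 3 SD, cut at about 8% in these data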
# PDI inh: blocks human protein disulfide isomerase activity; PDI insulin aggregation turbidity, A650, 90 min; inhibition, % at 10 µM; 0.052% of 350,000 active;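 active = mean inhibition across replicates of 30% or more, whatever share of single replicates reach that level; inconclusive = mean inhibition below 30% while every single replicate reaches 30%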;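 note: absorbance from insulin aggregation driven by PDI reduction with DTT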
# Cardio protect: modulators protecting cardiomyocytes from myocardial damage; protection from H2O2 cell death, % at 20 µM; 0.63% of 360,000 active; H9c2 cardiomyocytes, H2O2 injury protection, ATPLite, 2 h; AID 588492;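 active = compounds giving at least 50% protection of heart cells from peroxide-induced death in the single-dose screen, raw or plate-pattern-corrected value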;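 note: 0% = DMSO wells with peroxide and 100% = DMSO wells without peroxide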
# ABCB6 inh MLPCN: blocks the human ABCB6 transporter; K562-ABCB6 porphyrin accumulation, flow cytometry, 1 h; stronger effect = lower value; AID 602162; 0.19% of 360,000 active; fluorescence ratio to DMSO, % at 10 µM;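 active = fluorescence ratio to DMSO below 75%, the collection mean minus 3 SD; inconclusive = too few cells collected in the well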;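 note: signal is porphyrin accumulated inside mitochondria; 100% equals median channel fluorescence of DMSO control wells; lower ratio means ABCB6 inhibition with less porphyrin fluorescence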
# CaV13 ICDI inh: Primary screen for inhibitors of IQ motif and Ca2+-dependent inactivation inhibitor domain binding in CACNA1D, Förster resonance energy transfer in living cells, …. HEK cells, CFP/YFP FRET ICDI-IQ, plate reader, 10 min; percent FRET-ratio fall versus neutral wells. inhibition, % at 12.3 µM. 0.098% of 340,000 active. AID 743397;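 active = mean replicate inhibition of at least 30% and at least 1% of replicates passing that level; inconclusive = only one of the two criteria is met; inactive = neither criterion is met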;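 note: 0% = median of the neutral control wells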
# Glyco luc inh: N-linked glycosylation inhibition; AID 588692; reporter increase, % at 12.5 µM; 0.23% of 360,000 active; D54 ERlucT glycosylation luciferase reporter, 24 h; percent of 100 nM tunicamycin response;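 active = mean luciferase reporter signal, scaled so untreated is 0 and the glycosylation-blocking control 100, at or above a set limit in every replicate; inconclusive = mean reaches the limit but not every replicate does; inactive = mean below the limit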;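 note: luciferase carries N-glycosylation sites so blocking glycosylation raises the light; 0% = median of neutral control wells and 100% = median of 100 nM tunicamycin wells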
# Numbers without * were called inactive; ? = inconclusive; / = not tested or not shown.
SMILES,aDG glyco up,m5-HT2A agonist,MC4R antagonist,Vif imaging,MC4R ag barr,PDI inh,Cardio protect,ABCB6 inh MLPCN,CaV13 ICDI inh,Glyco luc inh
CC(=O)Nc1ccc(S(=O)(=O)N(C)c2ccc(OCC(=O)OCC(=O)N3CCCCC3)cc2)cc1,-0.3,4,-13,-2,-1.3,2,12,94,-3,2
COc1ccc(-n2nc(C(=O)NCC(=O)NCCCN3CCOCC3)c3ccccc3c2=O)c(OC)c1,0.0,-4,2,8,-1.6,1,1,166,-4,1
CCCOc1ccc(N2C(=O)CC(NCC#N)C2=O)cc1 (stereo not drawn),0.2,7,-1,-2,0.9,17,8,99,-6,0
CC(=O)Nc1ccc(NC(=O)C(C)c2cccc(C(=O)c3ccccc3)c2)cc1 (stereo not drawn),0.0,-2,-2,/,-2.5,-6,0,85,-4,-2
COc1cc2c(cc1OC)C(c1ccc(Cl)cc1)=NCC2,0.2,-6,-5,9,-2.7,-14,7,96,-5,-4
COc1ccc(C(=O)Nc2ccccc2C)cc1S(=O)(=O)N1CCOCC1,0.0,-3,4,-2,-1.5,18,4,101,-7,-1
O=C1CSC(=S)N1c1cccc(O)c1,0.2,-7,7,-9,-1.6,0,-8,97,-13,1
Cc1cc[n+](Cc2ccc([N+](=O)[O-])cc2)cc1,-0.1,5,12,-1,-0.8,0,4,106,-3,5
Cc1nc(NC(=O)C2CC2)sc1C(=O)Nc1ccccc1,0.0,-6,0,2,-2.4,-24,7,94,-6,1
Cc1cccc(C(=O)N[C@H](C(=O)Nc2ccc(S(=O)(=O)NC3=NCCCCC3)cc2)C(C)C)c1,-0.3,-3,-4,-1,-3.4,4,-2,98,-5,0
Cc1ccc(C(=O)Oc2cc(N)n(S(=O)(=O)c3ccc(F)cc3)n2)cc1,0.0,-4,9,-5,1.6,-5,0,179,-4,1
Cc1cccc(OCC(=O)N2CCOCC2)c1,0.0,4,3,-5,-0.5,0,-4,96,-18,1
O=C(c1ccnc(Cl)c1)N1CCCC(N2CCN(c3ccccc3F)CC2)C1 (stereo not drawn),0.2,8,-2,-4,0.1,-5,0,95,-7,0
Clc1ccc(Cn2ncc3c(N4CCOCC4)ncnc32)cc1,0.0,1,4,5,-1.4,-4,23,93,-3,2
COc1ccc(/C=C2\SC(=O)N(CCNC(=O)C3CC(=O)N(c4ccccc4)C3)C2=O)cc1 (stereo not drawn),0.1,1,2,-3,-1.2,-2,-6,101,-4,2
Cc1noc(C)c1COc1cccc(C(=O)OC(C)C(=O)Nc2c(C)n(C)n(-c3ccccc3)c2=O)c1 (stereo not drawn),-0.4,3,1,1,-1.0,4,-2,99,-4,0
COCCCNC(=S)NCCNc1nc2cc(C)c(C)cc2cc1C#N,0.5,5,15,/,-3.4,1,11,98,-3,6
Cc1ccc(C(=O)N2CCN(S(=O)(=O)c3ccc(Br)cc3)CC2)o1,0.0,-1,7,0,-0.1,15,-5,95,-7,0
COCc1c(C(=O)OCC(=O)c2c(N)n(CC(C)C)c(=O)n(C)c2=O)oc2ccccc12,2.4,-1,7,-9,0.1,0,-8,96,-3,-1
O=C(CCn1c(=O)c2cccn2c2ccccc21)Nc1ccc(F)cc1,-0.5,0,3,13,0.6,0,7,97,-5,3
CC1(C)CN(c2ccc(CC#N)cc2)C1=O,-0.3,5,5,-3,-2.3,-3,-2,97,-4,2
COc1ccc(CCNS(=O)(=O)c2ccc3c(c2)OCCO3)cc1OC,-0.1,-1,11,1,0.8,2,0,102,-4,0
O=C(NCc1ccccn1)C1C2C=CC(C2)C1C(=O)Nc1ccc(F)cc1 (stereo not drawn),-0.1,-3,-5,-2,-1.4,13,5,89,0,-1
COc1cc2c(cc1OC)C1=NC(=O)CN1C(SCc1ccccc1)=N2,1.7,-2,6,-6,-2.2,2,-7,101,-2,-3
O=C(CN1C(=O)/C(=C2\SC(=S)N(C3CCS(=O)(=O)C3)C2=O)c2ccccc21)Nc1ccc(F)cc1 (stereo not drawn),-0.1,10,0,/,-2.0,5,-7,98,-18,11
SMILES,aDG glyco up,m5-HT2A agonist,MC4R antagonist,Vif imaging,MC4R ag barr,PDI inh,Cardio protect,ABCB6 inh MLPCN,CaV13 ICDI inh,Glyco luc inh
COc1cccc(C2(c3cccc(OC)c3)CC2C(=O)Nc2ccc(F)cc2)c1 (stereo not drawn),-0.1,-2,8,0,4.8,-2,0,104,-2,-2
O=C(O)c1ccc(/C=C2\SC(=S)N(NC(=O)c3ccc(Br)cc3)C2=O)cc1,2.2,-1,1,3,-0.8,2,1,103,-3,1
CCCCn1c(/N=C/c2cc(OC)ccc2O)nc2ccccc21,-0.1,0,3,1,-2.0,6,23,110,-1,-1
Cn1c(CSc2ccccc2)c(C#N)c2ccccc21,-0.2,-10,9,-10,0.5,1,-2,67*,-6,-3
CCOC(=O)/C=C/[C@H]1Cc2ccccc2CO1,-0.3,-2,1,2,-1.1,-1,-8,102,-10,-1
Cc1ccc(CN2CCC2(C)C(=O)NC(C)C)cc1 (stereo not drawn),-0.3,-3,5,1,-2.4,19,-1,93,-5,0
CCOC(=O)N1CCN(c2c(-c3ccc(C)cc3)c(=O)c2=O)CC1,-0.2,-1,3,/,-1.3,20,14,95,-4,1
CC(NC(=O)OCc1ccccc1)C(=O)OCN1C(=O)c2ccccc2C1=O (stereo not drawn),-0.1,-2,1,11,-0.6,7,12,97,0,1
Nc1nc(SCC(=O)Nc2c(Br)cc([N+](=O)[O-])cc2Br)n[nH]1,-0.1,-1,-2,0,-1.0,13,-1,103,-5,4
COC(=O)[C@]12CCCCC=C1N(Cc1cccc3ccccc13)C(=O)[C@H](CC(=O)NCCc1ccccc1OC)C2,-0.3,2,/,/,/,/,/,102,-10,/
Cc1cccc(N2C(=O)CCC2=O)n1,-0.1,5,-1,-11,-1.7,8,5,86,-3,1
CC(C)(C)S(=O)N1Cc2cc(C(=O)N3CCc4ccccc4C3)nc(-c3cccc(-c4ccncc4)c3)c2[C@H]1CCO (stereo partly drawn),4.9,1,/,/,/,/,7,119,-4,0
O=C1OC[C@H](Cc2ccc3c(c2)OCO3)/C1=C\c1ccc2c(c1)OCO2,0.4,2,0,-42,0.2,/,-12,94,/,-5
CN(C)NC(=O)c1ccsc1NC(=O)c1ccc(S(=O)(=O)N(C)C)cc1,-0.3,-9,5,-1,-0.7,/,13,95,26,0
COc1ccccc1C/C(N)=N/OC(=O)c1cccs1,-0.1,0,0,3,1.8,4,-21,105,-2,0
O=C(CCS(=O)(=O)c1ccccc1)OCc1ccc([N+](=O)[O-])cc1,0.0,1,11,/,-1.8,-3,2,97,-2,/
CC[C@H](NC(=O)CC[C@H]1O[C@@H](n2cnc3c(NC(=O)c4ccccc4)ncnc32)[C@H](O)[C@@H]1O)c1ccccc1,-0.3,5,/,/,/,/,23,92,-5,2
O=C(NCc1cn(-c2ccccc2)nc1-c1ccccc1)c1cc([N+](=O)[O-])cc([N+](=O)[O-])c1,1.8,-2,0,-4,-0.8,8,-12,93,-1,2
CC(C)CCN1CCN(Cc2ccc(C(F)(F)F)cc2)CC1CCO (stereo not drawn),0.1,-8,13,2,-1.0,-3,-10,97,-3,-1
COc1ccc(C=NNc2ccc([N+](=O)[O-])cc2S(=O)(=O)Nc2ccccc2C(=O)O)cc1OC,0.0,5,3,-7,-3.7,7,-1,97,-13,0
CC(=O)Nc1ccc(NC(=O)C(NS(=O)(=O)c2cccc3nsnc23)C(C)C)cc1 (stereo not drawn),-0.1,4,9,18,-2.3,-1,5,98,-6,2
O=C(NC1CC1)c1ccc(NC(=O)C2CCC2)cc1,0.3,2,-5,-1,1.7,-8,15,99,-2,1
CCOc1ccc2nc(NCCNC(=O)CC)c(C#N)cc2c1,0.5,2,1,3,-1.8,8,9,100,33*,3
COc1ccc(OC)c(/C=N\NC(=O)c2c(C)nc3cc(C)ccn23)c1,0.2,3,17,5,0.7,2,5,97,-6,0
O=C(COC(=O)/C=C/c1ccccc1)NNC(=O)c1ccc([N+](=O)[O-])cc1,-0.2,4,10,-14,-3.7,-1,-1,100,-6,0
O=C(O)CC(C(=O)O)n1nc(-c2ccccc2)cc1-c1ccccc1 (stereo not drawn),-0.2,0,-1,8,-1.2,-1,8,90,/,0
O=C1COc2ccc(S(=O)(=O)N3CCCC3)cc2N1,0.0,-2,5,?,2.0,5,4,99,-2,1
O=C(NCCc1nc2ccccc2[nH]1)c1ccc([N+](=O)[O-])cc1,-0.2,-3,16,2,-0.3,-4,-1,103,-5,-1
Cc1c(C(=O)OCC(=O)N2c3ccccc3CC2C)oc2ccccc12 (stereo not drawn),0.4,2,3,-6,-1.0,10,-7,96,/,-1
Cc1cc2cc(CN(Cc3ccc4c(c3)OCO4)C(=O)c3ccco3)c(=O)[nH]c2cc1C,0.0,0,6,-13,-1.6,0,4,98,/,1

# Among those listed so far, these have fluorine.
SMILES,aDG glyco up,m5-HT2A agonist,MC4R antagonist,Vif imaging,MC4R ag barr,PDI inh,Cardio protect,ABCB6 inh MLPCN,CaV13 ICDI inh,Glyco luc inh
Cc1ccc(C(=O)Oc2cc(N)n(S(=O)(=O)c3ccc(F)cc3)n2)cc1,0.0,-4,9,-5,1.6,-5,0,179,-4,1
O=C(c1ccnc(Cl)c1)N1CCCC(N2CCN(c3ccccc3F)CC2)C1 (stereo not drawn),0.2,8,-2,-4,0.1,-5,0,95,-7,0
O=C(CCn1c(=O)c2cccn2c2ccccc21)Nc1ccc(F)cc1,-0.5,0,3,13,0.6,0,7,97,-5,3
O=C(NCc1ccccn1)C1C2C=CC(C2)C1C(=O)Nc1ccc(F)cc1 (stereo not drawn),-0.1,-3,-5,-2,-1.4,13,5,89,0,-1
O=C(CN1C(=O)/C(=C2\SC(=S)N(C3CCS(=O)(=O)C3)C2=O)c2ccccc21)Nc1ccc(F)cc1 (stereo not drawn),-0.1,10,0,/,-2.0,5,-7,98,-18,11
COc1cccc(C2(c3cccc(OC)c3)CC2C(=O)Nc2ccc(F)cc2)c1 (stereo not drawn),-0.1,-2,8,0,4.8,-2,0,104,-2,-2
CC(C)CCN1CCN(Cc2ccc(C(F)(F)F)cc2)CC1CCO (stereo not drawn),0.1,-8,13,2,-1.0,-3,-10,97,-3,-1

# Not a hit list; overall some 3.6% were active at least once.
